Assay outcomes from PubChem BioAssay.
NPYLR7 agonist = mosquito NPYLR7 agonism; AID 1259423; activation, % at 10 µM; actives 0.15% (n = 270,000); HEK293T NPYLR7/Galpha15, GCaMP6s calcium fluorescence; in the data active means activation above about 40%;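 further: 0% = vehicle and 100% = reference agonist at the receptor; some compounds past the cut are filed as inactive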
mcGAS lum = blocks mouse cGAS activity. actives 0.15% (n = 160,000). AID 1259399. Q8C6L5. inhibition, % at 12.5 µM. recombinant cGAS, Kinase-Glo ATP depletion luminescence;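 further: 0% = negative control wells and 100% = reference inhibitor with no enzyme activity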
hcGAS lum = blocks human cGAS activity | recombinant h-cGAS, ATP depletion, Kinase-Glo luminescence | inhibition, % at 12.5 µM | actives 0.081% (n = 290,000);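 further: 0% = vehicle reaction and 100% = reaction without DNA for no activity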
Target sequence (Q8N884 whole entry, looked up): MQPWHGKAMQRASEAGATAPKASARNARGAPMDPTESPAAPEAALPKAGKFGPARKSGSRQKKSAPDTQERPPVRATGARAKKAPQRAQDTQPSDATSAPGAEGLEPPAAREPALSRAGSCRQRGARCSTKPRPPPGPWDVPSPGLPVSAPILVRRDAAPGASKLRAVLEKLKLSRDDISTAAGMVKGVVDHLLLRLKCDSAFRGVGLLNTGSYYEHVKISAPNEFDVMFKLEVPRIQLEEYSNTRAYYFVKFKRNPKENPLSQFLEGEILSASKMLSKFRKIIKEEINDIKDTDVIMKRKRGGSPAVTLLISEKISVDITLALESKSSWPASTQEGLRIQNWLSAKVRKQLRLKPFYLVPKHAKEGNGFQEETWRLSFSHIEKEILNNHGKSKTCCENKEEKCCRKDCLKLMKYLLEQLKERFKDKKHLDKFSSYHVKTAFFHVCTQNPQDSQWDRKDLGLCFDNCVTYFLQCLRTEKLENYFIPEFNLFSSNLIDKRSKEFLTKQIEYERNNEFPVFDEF
* hit, by the source's call; . = no result given; & = joins results of further samples. Unless noted, no stated cut-off is given here; in the data, active means inhibition above about 40%; inactive means the rest.

SMILES	NPYLR7 agonist	mcGAS lum	hcGAS lum
Cc1nc(C)c(CC(=O)N(C)C(C)c2ccc(F)cc2)c(=O)[nH]1 (stereo not drawn)	-14	-5	-3
CCC(NC(=O)C1CCN(C(C)=O)CC1)c1ccnn1C (stereo not drawn)	3	.	-3
CC(C)c1cc(CN(C)C(=O)CC2C(=O)NCCN2C(C)C)no1 (stereo not drawn)	0	.	-6
COc1ccc(Br)c(CN)c1	-1	.	-6
COc1ccc(NS(=O)(=O)c2ccc(S(C)(=O)=O)cc2)c(C(=O)NCc2ccccc2)c1	4	-6	-5
COc1ccc2cc(CNc3ccccc3)c(=O)n(CC(=O)NCCc3ccc(Cl)cc3)c2c1	1	.	-4
CN(CC(=O)Nc1cccc(F)c1)CC(=O)NC1CCCc2ccccc21 (stereo not drawn)	6	.	-5
Cc1ncsc1CNc1ccc(C(=O)N2CCC(C)CC2)cn1	7	2	3
CC(C)c1ccccc1OC1CC2CCC(C1)N2C(=O)c1ccc(CSCc2ccc(Cl)c(Cl)c2)cc1 (stereo not drawn)	16	-6	-4
O=S(=O)(NCc1ccc2c(c1)OCO2)c1cccc(F)c1	-3	-1	3
Cc1ccc(-c2cc(C(=O)NCCc3ccccc3)c3c(C)nn(C4CCS(=O)(=O)C4)c3n2)cc1 (stereo not drawn)	2	-10	-5
COc1cc(C=C2N=C(c3ccccc3Cl)OC2=O)cc(Cl)c1OCC(N)=O	-1	.	-11
CC(=O)N1CCN(c2ccc(Nc3cccc(C)n3)nn2)CC1	15	.	-10
CC(C)C(=O)N1CCC1(C)C(=O)Nc1cccc(Oc2ccccc2)c1 (stereo not drawn)	-1	.	-5
O=C(CN1CCCCCC1=O)N1CCN(c2ncc(C(F)(F)F)cc2Cl)CC1	21	.	-13
O=S(=O)(Cc1ccccc1)N1CCC(On2nnc3ccccc32)CC1	-2	.	-5
N#CCCCSc1nc2ccccc2[nH]1	1	-6	-9
COCc1c(Br)c(C)nc(OCC(=O)N/N=C\c2cc(I)c(OC)c(OC)c2)c1C#N	4	-2	-2
COc1ccc(N2CCN(C(=O)c3cc4ccsc4n3Cc3cccc(C)c3)CC2)cc1	-3	0	5
Cc1c(C(=O)NCCc2ccc3c(c2)OCO3)cnn1-c1ccccc1F	-2	.	-7
CC(O)Cn1cc(C#N)c(=O)[nH]c1=O (stereo not drawn)	-1	.	-4
O=C(c1ccccc1)N1CCSC12CCN(S(=O)(=O)c1ccc(F)cc1)CC2	.	-3	1
CCOC(=O)c1ccc(NC(=O)N(Cc2ccc(OS(=O)(=O)CC)cc2)C(C)C)cc1	-11	-5	-6
CCC(c1nc2ccccc2c(=O)n1-c1ccc(Br)cc1)N(C)C(=O)c1cccc(C(F)(F)F)c1 (stereo not drawn)	14	-4	-7
Cc1ccc(C2(O)CCN(C(=O)CC3C(=O)Nc4ccc(C)cc43)CC2)nc1 (stereo not drawn)	4	.	-4
N#CC12Oc3ccccc3C1C1(C#N)Oc3ccccc3C21 (stereo not drawn)	12	.	-5
CSc1ccc(CN2CCC2(C)C(=O)NCc2cccc(C(F)(F)F)c2)cc1 (stereo not drawn)	4	.	-8
CC(C)CN(Cc1ccc(Br)cc1)Cc1cccn1Cc1ccc(C(F)(F)F)cc1	5	-4	-2
Cc1cccc(NC(=O)COc2ccc(C#N)cc2)n1	-2	-4	-5
CCOc1ccc(-n2c(C(C)N(Cc3ccccc3)C(=O)c3ccccc3C)nc3ccccc3c2=O)cc1 (stereo not drawn)	13	-4	-5
O=C(c1cc2cc(F)ccc2[nH]1)N1CCC(CO)(CCOc2ccccc2)CC1	1	.	-5
CNC(=O)Cc1noc(-c2ccc(-n3ccnc3)cc2)n1	11	.	-10
Cc1cc(C)c(C(=O)OCC(=O)NCc2ccccc2Cl)c(C)c1	3	.	0
CC(=O)c1ccc(NC(=O)c2cccc(S(=O)(=O)N3CCCCCC3)c2)cc1	-6	4	-1
O=C(Nc1ccccc1F)c1sccc1S(=O)(=O)N1CCc2ccccc2C1	6	.	-9
Cn1ccc(C(=O)Nc2cccc(Cn3cnc4ccccc43)c2)cc1=O	7	6	10
CCNC(=O)N(CCOC)Cc1cc(Cl)ccc1OS(C)(=O)=O	-2	-5	-4
Cc1[nH]c2ccccc2c1S(=O)(=O)CCNC(=O)Nc1ccc2c(c1)OCO2	4	.	-4
Cc1ccc(NC(=O)C(C)OCc2ccccc2)nc1 (stereo not drawn)	4	-5	-8
O=C(Cc1cccs1)Nn1cnc2c(cnn2-c2ccc(F)cc2)c1=O	4	.	-9
O=c1c2ccccc2nnn1COc1ccc(Br)cc1Cl	4	.	-7
COc1ccc(CCN2C(=O)C(O)=C(C(=O)c3cccs3)C2c2ccc(Cl)cc2)cc1 (stereo not drawn)	-1	8	-2
Cc1ccc(-c2nc3cc(C)ccn3c2NC(=O)C2CCC2)cc1	-3	-8	-7
c1ccc(CNc2ccn3nccc3n2)cc1	1	.	-1
NC(=O)C1CCCN(C(=O)c2ccc(-c3nc4ccccc4s3)s2)C1 (stereo not drawn)	9	-8	-13
Cc1ccc2nc(C(C#N)C(=O)c3ccc(S(=O)(=O)N4CCCC4)cc3)[nH]c(=O)c2c1 (stereo not drawn)	-1	.	-6
COc1ccc(C(=O)NCCc2cc3c(C)ccc(C)c3[nH]c2=O)cc1OC	1	-7	-7
Cc1ccc(C(C)(C)C)cc1S(=O)(=O)N1CC(=O)Nc2ccccc21	-3	.	-6
O[C@@H]1CN(c2ncnc3ccsc23)CC[C@H]1c1ccc2c(c1)OCO2	6	.	-7
O=C(Nc1ccc(-n2nc(OCc3ccc(F)cc3)nc2-c2ccccc2F)cc1)Nc1ccc(F)cc1F	4	-5	0
CCOC(CNc1ncnc2c1nnn2CC)OCC	9	.	-5
O=C1CSC(=O)N1CCN1C(=O)CSC1=O	4	.	-11
COCCCN(CC(=O)N(Cc1ccccc1)Cc1ccc(C)s1)C(=O)Nc1c(C(C)C)cccc1C(C)C	18	-4	-7
Cc1cc(Oc2cnn(-c3cccc(F)c3)c(=O)c2Nc2cccc(C(=O)NCc3ccc4c(c3)OCO4)c2)ccc1Cl	12	-5	-5
COc1ccccc1OCC(=O)Nc1nn(C)c2c1C(C)CC(=O)N2 (stereo not drawn)	-18	-12	-5
CC1(C(=O)Nc2nc(-c3ccccc3Cl)cs2)Cc2ccccc2C(=O)O1 (stereo not drawn)	0	-5	1
CCOC(=O)CCc1c(C)nc2ncnn2c1N1CCN(C(=O)Cc2cc(OC)ccc2OC)CC1	.	1	0
CSc1ccc2cc(CN3CCC(N(C)C(C)=O)C3)c(=O)[nH]c2c1 (stereo not drawn)	2	.	1
O=C(c1ccc2c(c1)OCO2)N1CCCC(OCc2ccccc2Cl)C1 (stereo not drawn)	-6	-5	-4
N#CCSc1nnc(COc2ccc(Cl)cc2)n1Cc1ccco1	2	-8	-7

Given in CSV form: entries from further up.
canonical_smiles,NPYLR7 agonist,mcGAS lum,hcGAS lum
O=C1CSC(=O)N1CCN1C(=O)CSC1=O,4,.,-11
COCCCN(CC(=O)N(Cc1ccccc1)Cc1ccc(C)s1)C(=O)Nc1c(C(C)C)cccc1C(C)C,18,-4,-7
Cc1cc(Oc2cnn(-c3cccc(F)c3)c(=O)c2Nc2cccc(C(=O)NCc3ccc4c(c3)OCO4)c2)ccc1Cl,12,-5,-5
COc1ccccc1OCC(=O)Nc1nn(C)c2c1C(C)CC(=O)N2 (stereo not drawn),-18,-12,-5
CC1(C(=O)Nc2nc(-c3ccccc3Cl)cs2)Cc2ccccc2C(=O)O1 (stereo not drawn),0,-5,1
CCOC(=O)CCc1c(C)nc2ncnn2c1N1CCN(C(=O)Cc2cc(OC)ccc2OC)CC1,.,1,0

For convenience, part of the list above.
SMILES	NPYLR7 agonist	mcGAS lum	hcGAS lum
O=c1c2ccccc2nnn1COc1ccc(Br)cc1Cl	4	.	-7
COc1ccc(CCN2C(=O)C(O)=C(C(=O)c3cccs3)C2c2ccc(Cl)cc2)cc1 (stereo not drawn)	-1	8	-2

Going on with the list.
SMILES	NPYLR7 agonist	mcGAS lum	hcGAS lum
Cc1cccc(-n2ncc3c(=O)n4c(nc32)SCC4CC(=O)Nc2ncccc2C)c1 (stereo not drawn)	1	-7	-11
CSc1nc(NCC(C)C)c2cnn(CCNC(=O)c3ccc4c(c3)OCO4)c2n1	.	-7	-6
CCN(CC)C(=O)Oc1ccc2c(ccn2Cc2cc(C(F)(F)F)ccc2C(F)(F)F)c1-c1ccc(C#N)cc1	26	-5	-1
CCN(CC)C(CNC(=O)Cn1nc(C)cc1C)Cc1ccccc1 (stereo not drawn)	4	.	-9
Cc1ccn2c(=O)nc(SCc3ccc(Cl)cc3Cl)nc2c1	2	-6	-7
Cc1ccsc1C1C(=C(O)c2ccc(F)cc2)C(=O)C(=O)N1CCCN1CCOCC1 (stereo not drawn)	1	-3	2
Cc1nc(SCc2ccc(C(=O)NCCN(C)C)cc2)nc(N(C)Cc2ccccc2)c1C	2	-3	-1
O=C(c1cccc2ccccc12)N1CCC2(CC1)SCCN2C(=O)c1ccc(C(F)(F)F)cc1	-4	-4	-4
CC(C)c1nnc2c(N(C)S(=O)(=O)c3ccccc3)nc3ccccc3n12	1	.	0
Cn1c(SCc2nc3ccccc3c(=O)[nH]2)nc2ccsc2c1=O	-13	.	-11
Cc1nn(CC(=O)N2[C@@H]3CC[C@H]2CNC(=O)C3)c(=O)c2ccccc12	-1	-16	-5
CCOc1ccccc1-n1c(-c2cn(CC)nc2C)n[nH]c1=O	-4	.	5
N[C@H](C(=O)O)[C@@H](OCc1ccccc1)C(=O)O	-10	.	-4
CC(Sc1nnc(-c2cccs2)n1C1CC1)C(=O)N1C(C)CCCC1C (stereo not drawn)	-1	.	-8
Cn1c(=O)c2c(C(F)(F)F)cc(-c3cccnc3)nc2n(C)c1=O	7	.	-6
Cc1ccc(CN(C)C(=O)c2cccc(-c3ncc[nH]3)c2)o1	0	.	-4
Cc1ccc(S(=O)(=O)NCCNc2nc(-c3cccc(Br)c3)nc3ccccc23)cc1	2	-1	3
Cn1cnnc1SCC(=O)Nc1ccc(Cl)cn1	-4	-2	-2
Cc1ncc(C(=O)N2CCC(O)(CN(C)C)C2)c(-c2ccccc2)n1 (stereo not drawn)	3	.	-6
COc1ccccc1C(=O)NN(CCC#N)C1=NS(=O)(=O)c2ccccc21	-15	-6	-3
Cn1nnnc1C(Br)CC(Br)(Br)Br (stereo not drawn)	0	.	-10
Cc1ccccc1CN1C(=O)CON=C1c1ccc(N(C)C)cc1	-1	.	2
CC(=O)Nc1ccc(CN2C(=O)C(C)(C)ON=C2c2ccc(F)cc2)cc1	8	.	-4
Cc1cc(Cl)ccc1OCC(O)CN1CCN(c2ccccc2)CC1 (stereo not drawn)	-2	.	-9
Cc1ccc(OCC(=O)N=Nc2c(O)[nH]c3ccccc23)cc1	-11	-1	-1
N#Cc1cccc(N/N=C2\CCn3cccc32)c1	-1	.	-16
CC(C)SC(NC(=O)OCc1ccccc1)C(=O)NCCc1ccc(S(N)(=O)=O)cc1 (stereo not drawn)	-1	.	-6
C=CCn1c(C(C)NC(=O)CC)nc2ccccc21 (stereo not drawn)	-5	.	-2
Cc1nn(CC(C)NC2CCN(C(=O)c3ccco3)CC2)c(C)c1Cl (stereo not drawn)	-4	-1	-2
COc1ccc(Cl)cc1C(=O)N1CCC(C(=O)NC(C)Cn2ccnc2)CC1 (stereo not drawn)	8	.	-3
CN(C)CCN(Cc1cc(NC(=O)c2cccs2)ccc1N(C)C)C(=O)c1ccco1	4	-5	0
COC(=O)c1cc(CNC(=O)Cc2c(F)cccc2Cl)cc(NC(=O)c2ccco2)c1	24	-9	-7
Cc1cccc(C)c1NC(=O)c1cccn(OCc2ccccc2)c1=O	13	-7	-5
CC(=O)C(Sc1ncnc2c1nnn2-c1ccc(F)cc1)C(=O)N(C)C (stereo not drawn)	2	-3	-4
O=C(CCn1cccn1)Nc1ccc(NC(=O)C2CC2)cc1	-4	.	-5
O=C(c1ccccc1C(F)(F)F)N1CCc2ccccc2C1c1ccc(F)cc1 (stereo not drawn)	5	2	4
Cc1ccc(CCC(=O)NC2(C)CCS(=O)(=O)C2)cc1 (stereo not drawn)	7	-9	-13
Cc1ccccc1COC(=O)c1nnn(-c2ccccc2)c1C	2	-9	-5
CNC(=O)COc1ccccc1CNCC1(N2CCCCC2)CCCCC1	-3	.	-8
O=C(N/N=C\c1c[nH]c2ccccc12)c1cc(-c2ccc(Cl)s2)[nH]n1	-1	-1	-2
C=CCN(CC=C)C(=O)CSc1nnc(-c2ccncc2)n1-c1cccc(C(F)(F)F)c1	3	4	7
CCOC(=O)c1nn(-c2ccccc2Cl)c(=O)cc1OS(=O)(=O)c1cccc(C)c1	-2	0	5
CCOC(=O)c1c(NC(=O)c2ccccc2F)sc(C(=O)Nc2ccccc2)c1C	-5	-1	-7
COc1ccc(-c2cnnc(NCCSc3nccn3C)n2)c(OC)c1	0&-5	-2	-10&-8
Cc1ccc(NC(=O)C(C)OC(=O)COc2ccc3c(c2)CCC3)cc1 (stereo not drawn)	-3	-8	-6
CCn1c(=NC(=O)c2ccccc2S(=O)(=O)CC)sc2cc3c(cc21)OCCO3	-3	-6	-3
CN(CC(=O)Nc1sccc1C(N)=O)Cc1ccco1	5	.	-7
CCn1cc(NC(=O)c2oc(-c3ccccc3)nc2C)ccc1=O	-6	.	-4

Shown with values under each structure: 2 of the compounds above
Every second line gives: NPYLR7 agonist | mcGAS lum | hcGAS lum
C=CCN(CC=C)C(=O)CSc1nnc(-c2ccncc2)n1-c1cccc(C(F)(F)F)c1
    3 | 4 | 7
CCOC(=O)c1nn(-c2ccccc2Cl)c(=O)cc1OS(=O)(=O)c1cccc(C)c1
    -2 | 0 | 5
